MCF10A rerep = induces DNA re-replication in MCF 10a normal breast cells | AID 624296 | Potency, µM (highest dose often 46.1 µM), inactives show at the highest dose activity, positive = re-replication, most hits filed as activators | hit rate 2.9% among 350,000 | MCF 10A DNA re-replication, Hoechst nuclear intensity, 48 h; also: potency is read from the fitted curve at half-maximal effect; % of control where 0% means no effect; nearly all actives have a fitted effect of over 50% in size
KB-3-1 cytotox = kills parental KB-3-1 adenocarcinoma cells; KB-3-1 viability, CellTiter-Glo ATP luminescence, 72 h; Potency, µM (highest dose often 46.1 µM), for the others: top-dose activity change, negative = cytotoxic, actives largely listed as cytotoxic; hit rate 1.4% among 400,000; AID 1347075; also: potency is read from the fitted curve at half-maximal effect; % is scaled to controls: 0 for no effect and ±100 for the full control effect; nearly all actives have a fitted effect of over 60% in size
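KB-3-1 cells, DMEM (no phenol red) + 10% FBS; compound by pin transfer, 72 h, 37 °C. Readout: CellTiter-Glo luminescence after 10 min. Data normalized, curve-fitted.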
KB-V1 MDR tox = KB-V1 MDR subline cytotoxicity | KB-V1 MDR cells viability, CellTiter-Glo, 72 h | Potency, µM (series often up to 46.1 µM), for inactives: at the top dose activity change, negative = cytotoxicity, hits mostly cytotoxic | hit rate 3.4% among 400,000; also: potency is read from the fitted curve at half-maximal effect; % is scaled to controls: 0 for no effect and ±100 for the full control effect; nearly all actives have a fitted effect of over 60% in size
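KB-V1, DMEM (no phenol red) + 10% FBS; cpd pin-transferred, titration series; 72 h, 37 degrees C; CellTiter-Glo, luminescence. Data normalized, curve-fit.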
GLP1R cytotox = cytotoxicity in counter-screen for GLP-1R inverse agonists; HEK293 cAMP-luciferase reporter cells, luminescence, 24 h; Potency, µM (titrated, usually from 38.3 µM), for inactives: at the highest dose activity change, negative = inhibition, actives largely listed as inhibitors; hit rate 0.13% among 410,000; AID 624418;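 also: loss of luciferase light is scored as toxicity; potency is read from the fitted curve at half-maximal effect; % is scaled to controls: 0 for no effect and ±100 for the full control effect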
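To flag toxic compounds, the library was rerun on cells for 24 hr at 37 deg C and 5% CO2. Viability-linked luminescence was captured 12 min after adding luciferase detection reagent.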
DRD3 agonist = activates the human D3 dopamine receptor; hit rate 0.58% among 410,000; P35462; max activation, %; D3R DiscoveRx beta-arrestin cells, luminescence, 90 min; in the data active = max activation above about 30%; also: 0% is about no effect; mostly tested at two doses, the higher about 12 µM
Target sequence (P35462 whole entry, looked up): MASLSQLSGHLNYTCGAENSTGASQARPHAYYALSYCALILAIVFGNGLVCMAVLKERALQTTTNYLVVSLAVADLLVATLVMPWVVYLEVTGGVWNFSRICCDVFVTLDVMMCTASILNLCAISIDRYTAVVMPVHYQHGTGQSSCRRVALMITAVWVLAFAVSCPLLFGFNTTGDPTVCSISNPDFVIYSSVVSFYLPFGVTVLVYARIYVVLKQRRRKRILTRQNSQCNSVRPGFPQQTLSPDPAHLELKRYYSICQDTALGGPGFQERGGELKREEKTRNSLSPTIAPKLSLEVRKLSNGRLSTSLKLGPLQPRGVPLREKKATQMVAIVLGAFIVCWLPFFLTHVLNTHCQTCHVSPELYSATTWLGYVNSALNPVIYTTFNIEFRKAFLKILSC
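Agonist-mode cell screen: cells plated at 1500/well and incubated overnight at 37 °C, then exposed to library compounds for 90 min at 37 °C. Detection reagent was added for 30–60 min at room temperature, and luminescence was read.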
HT1080 IDH1KD tx = toxicity to HT-1080 IDH1 knockdown cells (counter line); Potency, µM (doses to about 46.1 µM), inactives show at the highest dose activity, negative = toxicity, actives largely listed as cytotoxic; hit rate 2% among 360,000; AID 686971; HT-1080 IDH1 knockdown viability, ATP luminescence, 48 h;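 also: potency is read from the fitted curve at half-maximal effect; 0% = DMSO wells and -100% = cell-free medium wells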
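% activity derives from luminescence (CellTiter-Glo), normalised to DMSO and no-cell wells. HT-1080-IDH1KD cells, 750/well, had 48 h compound exposure at 37 °C.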
HT1080NT lethal = kills 2HG-producing HT-1080-NT fibrosarcoma cells; HT-1080-NT fibrosarcoma viability, CellTiter-Glo ATP luminescence, 48 h; AID 686970; Potency, µM (top dose mostly 46.1 µM), for inactives: at the highest dose activity, negative = less viability, usual class: cytotoxic; hit rate 1.6% among 360,000;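 also: NT is the 2HG producing partner of a matched IDH1 knockdown line; potency is read from the fitted curve at half-maximal effect; 0% = DMSO-treated cells and -100% = media-only wells without cells; nearly all actives have a fitted effect of over 55% in size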
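Fibrosarcoma NT cells, 750 per well in 5% FBS RPMI, were exposed to compound for 48 hours. Viability: CellTiter-Glo luminescence.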
SW480 rereplic = induces DNA re-replication in SW480 colon adenocarcinoma cells; SW480 DNA re-replication, Hoechst DNA content imaging, 48 h; Potency, µM (titrated, usually from 46.1 µM), without a hit: at the top dose re-replication activation, usual class: activators; hit rate 1.8% among 340,000; also: potency is read from the fitted curve at half-maximal effect; % of control where 0% means no effect; nearly all actives have a fitted effect of over 55% in size
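Treated cells incubate 48 hr (37 C, 5% CO2), are stained 40 min with Hoechst, and nuclear fluorescence is enumerated; a rise in nuclei with high DNA signal marks re-replication.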
IL-1B inflam inh = blocks inflammasome-driven IL-1 beta release; THP-1 LPS/ATP IL-1B secretion, AlphaLISA, 16 h; active compounds read low; activity change, % at 57.5 µM; hit rate 4.7% among 360,000; in the data active = activity change below about -50%; inconclusive = mostly about -30% to -49%; also: % is scaled to controls: 0 for no effect and ±100 for the full control effect
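THP-1 cells pretreated 1 hr with compounds (up to 57.5 uM final), then stimulated with LPS (250 ng/mL final) plus ATP (1.25 mM final); secreted IL-1B measured by AlphaLISA after 16 hr, decreased signal indicating inhibition.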
Starred values were filed as active, the others as inactive; ? = inconclusive; . = no result given; & = joins results of further samples; [ ] = another dose, or the depositor's remark. Unless noted, calls follow the shape of the dose curve; as a rule, active = well fitted curve in the direction sought with a large enough effect; inconclusive = small, poorly fitted or top-dose-only effect, or another doubt; inactive = no such curve, though single readings can be large; an effect the other way counts as inactive or inconclusive. Outcome played no part in choosing rows. Share with any hit: about 11%.

SMILES	MCF10A rerep	KB-3-1 cytotox	KB-V1 MDR tox	GLP1R cytotox	DRD3 agonist	HT1080 IDH1KD tx	HT1080NT lethal	SW480 rereplic	IL-1B inflam inh
O=S(=O)(Nc1ccc(-c2ccc(N3CCCC3)nn2)cc1)c1cccc(C(F)(F)F)c1	.	-15%	-15%	-12%	-4	.	.	.	.
CCOC(=O)C(c1ccccc1)C(Nc1ccc(Cl)c(Cl)c1)c1ccccn1 (stereo not given)	?	7%	13%	3%	6	-22%	-30%	?	41
COc1ccc(C(=O)NCC(=O)OCC(=O)NC2CCCCCC2)cc1OC	0%	-1%	?	-1%	-2	-3%	5%	-8%	-5
CC(=O)Nc1ccc(NC(=O)N2CCCCC2)cc1	-2%	4%	?	0%	7	14%	5%	1%	11
Cc1ccc(-c2cn3c(n2)sc2cc(C(=O)NCCCN4CCCCCC4)ccc23)cc1	.	-1%	-17%	?	-11	.	.	.	.
CC(=O)N1CCc2c(sc3c2c(=O)n(CCc2ccccc2)c(=O)n3Cc2ccc(Cl)cc2)C1	.	21µM*	?	-18%	-12	.	.	.	.
CC(C)Sc1nc(SCC(=O)O)c2c3c(sc2n1)COC(C)(C)C3	-3%	-6%	18%	-5%	4	-25%	-3%	4%	16
Cc1ccc(C(=O)C2CC2)cc1C	1%	-6%	?	4%	0	-13%	1%	8%	-3
CCCc1[nH]nc2c1C(C1CCCCC1)C(C#N)=C(N)O2 (stereo not given)	?	?	1%	-9%	-1	-20%	-27%	14%	-95*
O=C(Nc1ccc(Cl)c(C(F)(F)F)c1)N1CCCC(O)C1 (stereo not given)	-1%	-3%	20%	-3%	-1	5%	4%	2%	12
CC(C)OCCCNc1nc2c(cnn2C)c(=O)[nH]1	-4%	?	?	10%	3	-2%	-5%	2%	7
COc1ccccc1N1CC(C)(C)C(=O)N(C(=O)c2ccc(Cl)cc2)C1=S	?	-19%	?	-15%	4	?	?	8%	-19
O=C(C[C@H]1C/C=C\CC[C@H](Cc2ccc(F)cc2)C(=O)OCCNC1=O)NCCO	-4%	2%	3%	3%	5	4%	11%	-1%	-7
Cc1cccc(N(CC(N)=O)C2SC(=O)N(c3ccccc3)C2=O)c1 (stereo not given)	-4%	14%	20%	-18%	3	-9%	-17%	0%	0
Cc1cccc2c1cnn2C(=O)Nc1ccccc1Cl	-22%	-3%	0%	1%	-26	17%	22%	-4%	7
O=C(NC(=S)N1CCCCC1)c1csc([N+](=O)[O-])c1	3%	5%	1%	?	2	-4%	12%	104%	.
CCOCCCNC(=O)NC(=O)CN1CCN(S(=O)(=O)c2ccc3c(c2)OCCO3)CC1	-3%	2%	14%	-3%	5	6%	-1%	19%	1
O=C(O)CC(NC(=O)C1CCCCC1)c1ccc(OC2CCCC2)cc1 (stereo not given)	16%	16%	-17%	4%	4	-12%	-2%	-6%	23
Cc1cc(C)nc(N2CCCC(C(=O)NCCc3ccccc3F)C2)n1 (stereo not given)	5%	-1%	0%	-3%	-1	-5%	0%	-11%	-2
COc1ccc(OC)c(/C=C/C(=O)OCC(=O)Nc2ccc3c(c2)OCCO3)c1	21µM*	?	?	-9%	-4	-23%	?	?	38
O=C(c1ccc([N+](=O)[O-])cc1)N(Cc1cccs1)C1CCS(=O)(=O)C1 (stereo not given)	25%	.	.	6%	-13	-2%	0%	0%	-11
Cc1ccc(NC(=O)N2CCCC(c3nc(-c4ccc(F)cc4)no3)C2)cc1 (stereo not given)	0%	-6%	-6%	?	17	3%	1%	-5%	0
COc1ccc(-c2nnn(CC(=O)OC3CCCCC3)n2)cc1OC	5%	11%	3%	-2%	0	2%	-5%	-1%	6
CN1C(=O)Cc2cc(S(=O)(=O)CCC(=O)Nc3ccc(OC(F)(F)F)cc3)ccc21	.	-5%	-2%	3%	10	.	.	.	.
Cc1ccc(N2CC(C(=O)N3CCCCC3)CC2=O)cc1C (stereo not given)	-46%[inhibitor]	14%	-18%	15%	-8	1%	1%	8%	8
COc1ccccc1NS(=O)(=O)c1cc(NC(=O)c2ccccc2[N+](=O)[O-])ccc1N1CCOCC1	-7%	-5%	-3%	-8%	7	-12%	3%	-4%	-4
O=C(COC(=O)/C=C/c1ccc(F)cc1)Nc1cccc(S(=O)(=O)N2CCCC2)c1	13%	?	0%	7%	3	3%	3%	0%	3
COc1ccc(NC(=O)CN2C(=O)c3ccccc3Sc3ccc(C(=O)N4CCOCC4)cc32)c(OC)c1	0%	-2%	0%	9%&-2%	9&1	0%	3%	-12%	-2
CCCC(=O)N(c1ccc(C(=O)O)cc1)c1nc(-c2ccccc2)c(C)s1	0%	0%	-4%	-13%	2	-5%	1%	11%	15
COc1ccccc1C(=O)NCCOc1ccc(C)c(C)c1	?	11%	-3%	13%	-3	0%	8%	2%	-25
CCN(CC)S(=O)(=O)c1cc(C)ccc1NC(=S)Nc1cccnc1	?	-21%	-15%	-5%	8	-18%	-12%	-6%	-5
CCn1c(=O)c([N+](=O)[O-])c(NCCCn2ccnc2)c2ccccc21	-1%	2%	?	14%	-12	16%	6%	-15%	-14
CCOC(=O)C1CCN(c2ccc([N+](=O)[O-])cc2S(=O)(=O)N2CCOCC2)CC1	-1%	-12%	9%	-15%	-8	3%	8%	-18%	12
CCc1cc2c3c(c(=O)oc2cc1OCC(=O)OC)CCCC3	-4%	1%	-8%	3%	10	4%	4%	2%	-4
CC12CCC(C(=O)N3CCCCC3)(CC1=O)C2(C)C (stereo not given)	1%	3%	14%	-17%	1	1%	8%	-11%	-8
CCCCCCCCN1C(=O)[C@H](CC(=O)NCc2ccccc2)C[C@@]2(C(=O)OC)CC(C)(C)CC=C12	.	?	18µM*	-6%	0	?	?	.	-26
COc1cccc(NC(=O)CSc2cccc[n+]2[O-])c1	8%	7%	1%	1%	-1	-1%	5%	-15%	23
Cc1noc(NS(=O)(=O)c2ccc(NC(=O)c3nn(-c4ccc(F)cc4)ccc3=O)cc2)c1C	-5%	-11%	-16%	-15%	2	12%	13%	9%	34
CCC(=O)Nc1ccc(NC(=O)CCc2ccccc2)cn1	-10%	10%	-6%	-16%	4	18%	6%	-10%	8
O=C1N[C@@H](Cc2ccccc2)C(=O)N2CCCC12 (stereo not given in full)	6%	-2%	4%	-1%	3	11%	6%	-5%	15
CCCS(=O)(=O)N1CCN(S(=O)(=O)c2ccccc2[N+](=O)[O-])CC1	-12%	-2%	2%	11%	5	22%	12%	2%	-1
O/N=C1/CC/C(=N\O)c2nn(-c3ccccc3)nc21	-2%	1%	-13%	-5%	-1	-27%	-20%	-1%	-65*
O=C(c1ccco1)N1CCN(C(=O)c2[nH]c(C(F)(F)F)nc2-c2ccccc2)CC1	.	-19%	0%	-9%	7	?	-16%	.	30
CC12CCC(=O)N1C(C(=O)NCCc1ccc(S(N)(=O)=O)cc1)CS2 (stereo not given)	-1%	3%	3%	4%	2	10%	6%	0%	7
COC(=O)c1cn(-c2ccccc2)nc1C(=O)OC	?	23%	-10%	5%	-5	4%	8%	-2%	11
O=C(C1CCN(S(=O)(=O)c2cnc[nH]2)CC1)N1CCN(c2ncccn2)CC1	0%	1%	0%	1%	-2	13%	13%	-2%	5
CC(C)NC(=O)CSc1nc2ccccc2n1-c1ccccc1	-5%	0%	?	-11%	4	?	?	5%	0

Shown bar-delimited: part of the list above
molecule | MCF10A rerep | KB-3-1 cytotox | KB-V1 MDR tox | GLP1R cytotox | DRD3 agonist | HT1080 IDH1KD tx | HT1080NT lethal | SW480 rereplic | IL-1B inflam inh
CC12CCC(C(=O)N3CCCCC3)(CC1=O)C2(C)C (stereo not given) | 1% | 3% | 14% | -17% | 1 | 1% | 8% | -11% | -8
CCCCCCCCN1C(=O)[C@H](CC(=O)NCc2ccccc2)C[C@@]2(C(=O)OC)CC(C)(C)CC=C12 | . | ? | 18µM* | -6% | 0 | ? | ? | . | -26
COc1cccc(NC(=O)CSc2cccc[n+]2[O-])c1 | 8% | 7% | 1% | 1% | -1 | -1% | 5% | -15% | 23
Cc1noc(NS(=O)(=O)c2ccc(NC(=O)c3nn(-c4ccc(F)cc4)ccc3=O)cc2)c1C | -5% | -11% | -16% | -15% | 2 | 12% | 13% | 9% | 34
CCC(=O)Nc1ccc(NC(=O)CCc2ccccc2)cn1 | -10% | 10% | -6% | -16% | 4 | 18% | 6% | -10% | 8
O=C1N[C@@H](Cc2ccccc2)C(=O)N2CCCC12 (stereo not given in full) | 6% | -2% | 4% | -1% | 3 | 11% | 6% | -5% | 15
CCCS(=O)(=O)N1CCN(S(=O)(=O)c2ccccc2[N+](=O)[O-])CC1 | -12% | -2% | 2% | 11% | 5 | 22% | 12% | 2% | -1
O/N=C1/CC/C(=N\O)c2nn(-c3ccccc3)nc21 | -2% | 1% | -13% | -5% | -1 | -27% | -20% | -1% | -65*
O=C(c1ccco1)N1CCN(C(=O)c2[nH]c(C(F)(F)F)nc2-c2ccccc2)CC1 | . | -19% | 0% | -9% | 7 | ? | -16% | . | 30
CC12CCC(=O)N1C(C(=O)NCCc1ccc(S(N)(=O)=O)cc1)CS2 (stereo not given) | -1% | 3% | 3% | 4% | 2 | 10% | 6% | 0% | 7
COC(=O)c1cn(-c2ccccc2)nc1C(=O)OC | ? | 23% | -10% | 5% | -5 | 4% | 8% | -2% | 11
O=C(C1CCN(S(=O)(=O)c2cnc[nH]2)CC1)N1CCN(c2ncccn2)CC1 | 0% | 1% | 0% | 1% | -2 | 13% | 13% | -2% | 5
CC(C)NC(=O)CSc1nc2ccccc2n1-c1ccccc1 | -5% | 0% | ? | -11% | 4 | ? | ? | 5% | 0

From PubChem
